Bioassay records: PubChem BioAssay, several laboratories
Spn PMK inh: blocks S. pneumoniae phosphomevalonate kinase; purified PMK, PK/LDH-coupled NADH absorbance 340 nm; 65,000 compounds, 0.49% hits; inhibition, % at 10 µM;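 active = top-ranked compounds by inhibition in the single 10 µM screen, taking a fixed number of the strongest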;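 also: 0% = full reaction with DMSO carrier and 100% = background rate without enzyme reaction; no value below 0 was filed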
HT1080 cytotoxicity: HT1080 cell viability loss – fluorescence readout (AID 620); HT1080 viability, fluorescence; higher % means a stronger effect; one-dose cytotoxicity, % at 10 µM; EC50 in µM for titrated hits; 87,000 compounds, 0.42% hits;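 also: cells exposed to compound overnight then 4 h with Alamar Blue; 0% = vehicle DMSO and 100% = killing control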
HPDE-C7K KRASV12: viability loss of HPDE-C7K cells – cell-based, fluorescence, HTS, primary screen (AID 431). 63,000 compounds, 1.7% hits. cytotoxicity, % at 10 µM; hits with a dose series show EC50 in µM. HPDE-C7K KRASV12 cells, Alamar Blue viability, 48 h; higher % means a stronger effect;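 active = compounds whose percent cytotoxicity in the single-dose primary screen, scaled between solvent and toxic-drug controls, exceeds 50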;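 also: 0% = DMSO solvent wells and 100% = doxorubicin-treated wells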
Spn MK inh: S. pneumoniae mevalonate kinase inhibition | purified MK, PK/LDH-coupled NADH absorbance 340 nm | inhibition, % at 10 µM | 65,000 compounds, 0.48% hits | AID 555;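 active = ranked among the strongest by inhibition in the single 10 µM screen, a fixed top-ranked set picked for dose follow-up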; also: no value below 0 was filed
Alkaline phosphatase: inhibition of tissue-nonspecific alkaline phosphatase – biochemical, luminescent (AID 518); purified TNAP enzyme, luminescent substrate readout; higher % means a stronger effect; inhibition, % at 20 µM, or IC50 in µM where a hit was titrated; 64,000 compounds, 0.09% hits; in the data active = a potency from the dose series; inactive = the rest, 99 in 100 with inhibition below about 22%;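 also: plate controls were vehicle for no effect and reference inhibitor for full effect; many of its hits are not listed in these tables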
HPDE-C7 viability: cytotoxicity in HPDE-C7 cells, cell-based, fluorescence, HTS (AID 430) | 63,000 compounds, 1.8% hits | cytotoxicity, % at 10 µM; hits with a dose series show EC50 in µM | HPDE-C7 pancreatic duct cells viability, fluorescence; higher % means a stronger effect;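 also: cells exposed to compound for 48 hours before viability readout; 0% = vehicle and 100% = reference cytotoxic drug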
LYP inhibition: LYP phosphatase inhibitors, primary screen, biochemical, DiFMUP fluorescence, recombinant catalytic domain, 10 µM (AID 606); one-dose inhibition, % at 10 µM; IC50 in µM for titrated hits; 52,000 tested, under 10 active; recombinant LYP catalytic domain, DiFMUP fluorescence; higher % means a stronger effect;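 active = IC50 under 40 µM in the dose-response test; inactive = IC50 of 40 µM or more, or never dose-tested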
Bfl-1 inhibitors: Bfl-1 inhibitors, primary screen, biochemical, fluorescence polarization, FITC-Bid, mouse (AID 432). 64,000 compounds, 0.02% hits. FITC-Bid BH3 peptide fluorescence polarization displacement; higher % means a stronger effect. displacement, % at 20 µM, or IC50 in µM where a hit was titrated; in the data active = a potency from the dose series; inactive = the rest, 99 in 100 with displacement below about 15%; also: strong numbers were not always called active
DPM-DC inhibit: blocks S. pneumoniae diphosphomevalonate decarboxylase; purified DPM-DC, PK/LDH coupled NADH fluorescence; calls only at 10 µM; 65,000 compounds, 0.49% hits; AID 556;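 active = the 320 compounds with the highest percent inhibition in the single-dose primary screen, excluding strongly autofluorescent ones, cut at about 32% in these data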;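 also: kinetic rate of NADH fluorescence loss reporting ADP formed by the decarboxylase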
Spn PMK inh pilot replicates: further read-out of Spn PMK inh, marked with its call; inhibition, %; measured here: pilot screen replicates
Spn MK inh pilot replicates: second read-out of Spn MK inh, no call of its own (marks repeat the call); inhibition, %; measured here: pilot screen replicates
DPM-DC inhibit pilot screen %: recorded beside DPM-DC inhibit, whose call it bears; inhibition, %; measured here: pilot screen trials
An asterisk follows results filed as active; i = inactive; . = no result given; + = active, no number. Rule as the data show it, unless noted: active = cytotoxicity above about 50%; inactive = the rest. The order is random. Share with any hit: about 3.3%.

A first look, 5 compounds:
SMILES	Spn PMK inh	HT1080 cytotoxicity	HPDE-C7K KRASV12	Spn MK inh	Alkaline phosphatase	HPDE-C7 viability	LYP inhibition	Bfl-1 inhibitors	DPM-DC inhibit	others
CC(C)Cn1c(=O)c2c(nc3n2CCCN3CCc2ccccc2)n(C)c1=O	0.0	-34.8%	6.1%	0.0	-16.0%	-12.4%	4.4%	16.7%	i
CC1(C)C(N(O)C(=O)Nc2ccccc2)N(c2cccc(Cl)c2)C(=O)N1O (stereo not drawn)	14.0	20.2%	.	5.0	11.6%	.	3.8%	3.1%	i
Clc1cccc(-c2ccc(/C=N/n3cnnc3)o2)c1	0.0	4.0%	15.9%	7.0	10.1%	6.2%	14.0%	0.5%	+
Cc1oc2c(CN3CCOCC3)c(O)ccc2c(=O)c1-c1ccccc1	9.0	-8.2%	-12.9%	4.0	6.0%	-8.9%	25.9%	-4.3%	.
COc1ccc(NC(=O)c2coc3ccccc23)cc1OC	8.0	17.0%	6.9%	33.0	14.7%	4.4%	.	-6.0%	i

Main list, previewed entries included:
SMILES	Spn PMK inh	HT1080 cytotoxicity	HPDE-C7K KRASV12	Spn MK inh	Alkaline phosphatase	HPDE-C7 viability	LYP inhibition	Bfl-1 inhibitors	DPM-DC inhibit	others
CC(C)Cn1c(=O)c2c(nc3n2CCCN3CCc2ccccc2)n(C)c1=O	0.0	-34.8%	6.1%	0.0	-16.0%	-12.4%	4.4%	16.7%	i
CC1(C)C(N(O)C(=O)Nc2ccccc2)N(c2cccc(Cl)c2)C(=O)N1O (stereo not drawn)	14.0	20.2%	.	5.0	11.6%	.	3.8%	3.1%	i
Clc1cccc(-c2ccc(/C=N/n3cnnc3)o2)c1	0.0	4.0%	15.9%	7.0	10.1%	6.2%	14.0%	0.5%	+
Cc1oc2c(CN3CCOCC3)c(O)ccc2c(=O)c1-c1ccccc1	9.0	-8.2%	-12.9%	4.0	6.0%	-8.9%	25.9%	-4.3%	.
COc1ccc(NC(=O)c2coc3ccccc23)cc1OC	8.0	17.0%	6.9%	33.0	14.7%	4.4%	.	-6.0%	i
O=P(CCNCc1ccco1)(c1ccccc1)c1ccccc1	0.0	2.3%	-7.5%	5.0	9.3%	-9.0%	13.6%	1.0%	i	Spn PMK inh pilot replicates=0.0;Spn MK inh pilot replicates=0.0;DPM-DC inhibit pilot screen %=0.0
O=C1N(O)C2(C=CCCC2)/C(=N\O)C12CCCCC2 (stereo not drawn)	6.0	9.6%	-5.5%	9.0	0.7%	-16.0%	.	-8.1%	i
Cc1nnc2sc(-c3ccc(NC(=O)c4cccnc4)cc3)nn12	11.0	1.9%	1.4%	18.0	2.9%	0.6%	-8.1%	-0.3%	i
COCCNC(=O)CN(c1ccccc1OC)S(C)(=O)=O	7.0	4.3%	-6.1%	6.0	10.0%	-5.4%	10.1%	-1.7%	i
CC(C)(C)NC(=O)C(c1ccc(F)cc1)N(Cc1ccco1)C(=O)c1csnn1 (stereo not drawn)	0.0	-15.0%	-10.6%	8.0	8.0%	-2.0%	.	-4.2%	i
COc1ccc(C2NCCO2)cc1OC (stereo not drawn)	18.0	9.5%	-2.4%	8.0	9.6%	0.4%	.	-9.0%	i
COCCNC(=O)CSc1nc2c(n1-c1ccccc1)CCCC2	15.0	4.5%	-8.0%	13.0	11.3%	-9.8%	8.9%	3.3%	i
Cn1nnnc1SCc1cc(=O)[nH]c2ccccc12	13.0	-2.9%	0.6%	0.0	5.4%	1.5%	.	-0.6%	i
CCn1c(=O)c(C(=O)CN2CCOCC2)c(N)n(Cc2ccccc2)c1=O	17.0	6.8%	-5.6%	0.0	5.9%	2.0%	13.7%	-3.7%	i
O=C(CSc1nnc(-c2ccc(S(=O)(=O)N3CCCC3)cc2)n1CC1CCCO1)NC1CC1 (stereo not drawn)	5.0	1.8%	-8.7%	.	5.2%	-7.9%	14.4%	-5.8%	i
CCC1SC2=NC(C)=C(C(=O)OC)C(c3cccs3)N2C1=O (stereo not drawn)	14.0	-8.2%	-9.1%	16.0	7.6%	-9.7%	14.5%	-5.6%	i
COC(=O)Cc1c(C)c2c(O)cc(C)cc2oc1=O	0.0	-0.8%	1.4%	13.0	11.6%	-19.5%	5.9%	-9.7%	.
COc1ccccc1S(=O)(=O)Cc1ccc(C(=O)N2CCN(c3ccccc3)CC2)o1	9.0	-2.2%	-5.2%	9.0	6.9%	-24.2%	.	-4.8%	i
CCOC(=O)c1cc(-c2ccncc2)nc2c1c(C)nn2C	19.0	0.1%	18.9%	4.0	7.1%	4.0%	11.8%	-1.9%	.
CC1=C(C(=O)Nc2cccnc2)C(c2ccncc2)n2nnnc2N1 (stereo not drawn)	6.0	2.7%	-3.2%	10.0	-4.5%	-7.8%	.	0.6%	i
COc1cccc(-c2cnc(NCc3cc(Cl)ccc3O)n2C)c1	14.0	-8.8%	-7.2%	2.0	3.5%	-1.9%	.	7.6%	i
CCC(=O)Nc1ccc(S(=O)(=O)Nc2cccnc2)cc1	8.0	-1.5%	-18.7%	6.0	-0.9%	-10.1%	6.4%	-1.4%	i
Cc1cccc(Nc2ncnc3ccccc23)c1	0.0	-4.7%	30.2%	8.0	15.9%	44.4%	6.7%	3.1%	i
C=CCNC(=O)c1oc2ccc(S(=O)(=O)N(CC)CC)cc2c1C	21.0	-2.3%	-10.9%	6.0	7.7%	-10.6%	-6.1%	-0.7%	i
CC(=O)N1CCN(c2ccc(NCc3ccc4c(c3)OCO4)cc2)CC1	0.0	-3.6%	-8.1%	5.0	4.2%	0.7%	10.6%	-2.5%	i
OC(c1cccnc1)c1cccs1 (stereo not drawn)	4.0	-4.7%	-10.7%	1.0	7.8%	-17.4%	-5.6%	-10.5%	i
CCOC(=O)/C(C#N)=C1/SC(CC)C(=O)N1c1ccc(C)cc1 (stereo not drawn)	11.0	-11.2%	-4.2%	9.0	9.0%	-11.1%	.	-11.5%	i
CCn1c(SCC(N)=O)nnc1-c1ccc(S(=O)(=O)N2CCN(C)CC2)cc1	9.0	0.8%	-10.9%	3.0	10.3%	5.6%	5.7%	-1.6%	i	Spn PMK inh pilot replicates=0.0;Spn MK inh pilot replicates=3.5;DPM-DC inhibit pilot screen %=0.0
O=C(Nc1ccc(SC(F)F)cc1)C1=COCCO1	2.0	-8.0%	-7.7%	9.0	7.4%	-19.7%	.	0.4%	i
CCOc1cc(C(=O)NCc2nnc(SCC(=O)OC)n2C)cc(OCC)c1OCC	12.0*	-1.0%	-1.2%	0.0	12.2%	-19.5%	.	-3.4%	i	Spn PMK inh pilot replicates=11.5*;Spn MK inh pilot replicates=0.0;DPM-DC inhibit pilot screen %=0.5
Cc1ccc(CNc2oc(-c3cccs3)nc2C#N)cc1	5.0	-4.1%	0.3%	5.0	15.3%	3.5%	2.1%	0.9%	.
COCC(=O)Nc1sc2c(c1C(=O)OC)CCC(C)C2 (stereo not drawn)	9.0	-2.3%	0.5%	11.0	12.7%	-16.1%	12.0%	-0.2%	i	Spn PMK inh pilot replicates=4.5;Spn MK inh pilot replicates=1.5;DPM-DC inhibit pilot screen %=1.5
COc1cccc(N2CCN(CC(=O)c3c[nH]c4ccc(OC)cc34)CC2C)c1 (stereo not drawn)	7.0	4.6%	17.4%	3.0	8.3%	9.5%	8.9%	-17.8%	i	Spn PMK inh pilot replicates=2.5;Spn MK inh pilot replicates=2.5;DPM-DC inhibit pilot screen %=3.5
COC(=O)n1ccc(C(=O)Nc2ccccc2F)n1	2.0	10.9%	-17.0%	1.0	17.9%	-9.5%	-11.3%	-6.7%	i
CCn1c(C)nc2cc(C(=O)OC(C(F)(F)C(F)F)C(F)(F)C(F)F)ccc21	12.0	2.3%	-3.4%	7.0	13.3%	2.0%	-1.9%	4.4%	i	Spn PMK inh pilot replicates=3.0;Spn MK inh pilot replicates=0.0;DPM-DC inhibit pilot screen %=0.0
CCOc1ccc(OCC)c(Nc2cc(C)nc3nc(C)nn23)c1	14.0	-0.4%	5.9%	3.0	20.8%	12.4%	8.8%	-8.6%	i
CN(C)c1ccc(-n2cc3c(=O)n(C)c(=O)n(C)c3c2)cc1	5.0	-3.1%	-0.1%	4.0	1.0%	-20.2%	.	-2.5%	i
CCc1nnc2sc(-c3ccc(NC(=O)c4ccco4)cc3)nn12	10.0	4.5%	-2.2%	7.0	6.5%	-5.0%	8.8%	9.9%	i
COc1ccc(OC)c2[nH]c(=O)c(CCNC(=O)C(C)(C)C)cc12	7.0	-4.5%	-4.6%	2.0	7.5%	-2.9%	15.7%	-9.2%	i
Cc1ccnc(NC(=O)C2CCN(S(=O)(=O)c3cccc4nonc34)CC2)c1	19.0	-9.5%	-13.1%	0.0	8.2%	-3.4%	-9.6%	-2.5%	i
COc1cc(NC(=O)c2ccccc2)cc(OC)c1	1.0	0.0%	-11.8%	4.0	12.1%	-6.3%	-1.6%	3.4%	i
Cc1ccccc1NC(=O)Cn1c(C)nc2ccc(NC(=O)C3CC3)cc2c1=O	12.0	6.4%	-33.0%	7.0	7.5%	-8.2%	-0.6%	-2.1%	i
COc1ccccc1NC1C=CS(=O)(=O)C1 (stereo not drawn)	12.0	-0.8%	.	12.0	1.9%	.	8.2%	13.3%	i
COc1ccc(-c2nnc(-c3cccs3)o2)cc1OC	0.0	16.9%	7.2%	10.0	19.5%	-10.3%	.	-1.3%	.	Spn PMK inh pilot replicates=3.5;Spn MK inh pilot replicates=3.0
CCOC(=O)c1c(C)n(C)c2ccc(OC(C)C(=O)OC)cc12 (stereo not drawn)	23.0	-8.7%	14.1%	13.0	5.7%	2.2%	4.0%	-0.2%	i
COC(=O)c1ccc(/C(O)=C(\C#N)c2nc3ccccc3s2)cc1	13.0	1.4%	52.1%*	7.0	2.3%	58.4%*	-12.7%	-3.0%	i
Cc1cccc(CCNC(=O)CN(C)S(=O)(=O)c2ccc3c(c2)c(=O)n(C)c(=O)n3C)c1	3.0	-11.9%	0.9%	0.0	13.5%	-11.7%	-15.9%	0.4%	i
CCOC(=O)N1CCN(c2c(N3CCN(c4cccc(C(F)(F)F)c4)CC3)c(=O)c2=O)CC1	15.0	-2.5%	-4.4%	14.0	3.5%	-9.0%	-3.6%	-5.6%	i
COCCCn1c(-c2ccsc2)nc2c1c(=O)[nH]c(=O)n2Cc1ccccc1	20.0	10.6%	3.3%	6.0	11.4%	-11.0%	14.2%	1.2%	i
CCCCSc1nnc(-c2ccc(NC(C)=O)cc2)n1C	6.0	1.1%	-9.6%	4.0	13.2%	6.3%	5.7%	-2.3%	i
Cc1ccc(-n2ncc3c(=O)[nH]c(SCC(=O)N4CCCc5ccccc54)nc32)cc1	6.0	-2.8%	-2.5%	0.0	11.8%	-9.8%	11.6%	5.1%	i
CCc1ccc(Cn2nnc(C(=O)NCc3ccccc3OC)c2N)cc1	0.0	-5.9%	3.8%	8.0	15.3%	-5.3%	.	6.0%	i
CCn1c2ccccc2c2nnc(SCC(=O)Nc3ncccn3)nc21	7.0	2.8%	-8.0%	5.0	-4.8%	-1.0%	.	-2.0%	i
